Dicer inh = inhibitors of Dicer pre-microRNA processing, primary screen, biochemical, cat-ELCCA, chemiluminescence. cat-ELCCA pre-miR-21 Dicer processing; active compounds read high. z-score at 25 µM. Endoribonuclease Dicer (Homo sapiens), Q9UPY3. 47,000 tested, 6% active; in the data active = z-score above about 3, passing the limit was not always enough;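 also: plate controls were vehicle for no effect and no enzyme for full effect; higher signal means more uncleaved substrate so more Dicer inhibition; strong numbers were not always called active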
Target sequence (Q9UPY3 whole entry, looked up): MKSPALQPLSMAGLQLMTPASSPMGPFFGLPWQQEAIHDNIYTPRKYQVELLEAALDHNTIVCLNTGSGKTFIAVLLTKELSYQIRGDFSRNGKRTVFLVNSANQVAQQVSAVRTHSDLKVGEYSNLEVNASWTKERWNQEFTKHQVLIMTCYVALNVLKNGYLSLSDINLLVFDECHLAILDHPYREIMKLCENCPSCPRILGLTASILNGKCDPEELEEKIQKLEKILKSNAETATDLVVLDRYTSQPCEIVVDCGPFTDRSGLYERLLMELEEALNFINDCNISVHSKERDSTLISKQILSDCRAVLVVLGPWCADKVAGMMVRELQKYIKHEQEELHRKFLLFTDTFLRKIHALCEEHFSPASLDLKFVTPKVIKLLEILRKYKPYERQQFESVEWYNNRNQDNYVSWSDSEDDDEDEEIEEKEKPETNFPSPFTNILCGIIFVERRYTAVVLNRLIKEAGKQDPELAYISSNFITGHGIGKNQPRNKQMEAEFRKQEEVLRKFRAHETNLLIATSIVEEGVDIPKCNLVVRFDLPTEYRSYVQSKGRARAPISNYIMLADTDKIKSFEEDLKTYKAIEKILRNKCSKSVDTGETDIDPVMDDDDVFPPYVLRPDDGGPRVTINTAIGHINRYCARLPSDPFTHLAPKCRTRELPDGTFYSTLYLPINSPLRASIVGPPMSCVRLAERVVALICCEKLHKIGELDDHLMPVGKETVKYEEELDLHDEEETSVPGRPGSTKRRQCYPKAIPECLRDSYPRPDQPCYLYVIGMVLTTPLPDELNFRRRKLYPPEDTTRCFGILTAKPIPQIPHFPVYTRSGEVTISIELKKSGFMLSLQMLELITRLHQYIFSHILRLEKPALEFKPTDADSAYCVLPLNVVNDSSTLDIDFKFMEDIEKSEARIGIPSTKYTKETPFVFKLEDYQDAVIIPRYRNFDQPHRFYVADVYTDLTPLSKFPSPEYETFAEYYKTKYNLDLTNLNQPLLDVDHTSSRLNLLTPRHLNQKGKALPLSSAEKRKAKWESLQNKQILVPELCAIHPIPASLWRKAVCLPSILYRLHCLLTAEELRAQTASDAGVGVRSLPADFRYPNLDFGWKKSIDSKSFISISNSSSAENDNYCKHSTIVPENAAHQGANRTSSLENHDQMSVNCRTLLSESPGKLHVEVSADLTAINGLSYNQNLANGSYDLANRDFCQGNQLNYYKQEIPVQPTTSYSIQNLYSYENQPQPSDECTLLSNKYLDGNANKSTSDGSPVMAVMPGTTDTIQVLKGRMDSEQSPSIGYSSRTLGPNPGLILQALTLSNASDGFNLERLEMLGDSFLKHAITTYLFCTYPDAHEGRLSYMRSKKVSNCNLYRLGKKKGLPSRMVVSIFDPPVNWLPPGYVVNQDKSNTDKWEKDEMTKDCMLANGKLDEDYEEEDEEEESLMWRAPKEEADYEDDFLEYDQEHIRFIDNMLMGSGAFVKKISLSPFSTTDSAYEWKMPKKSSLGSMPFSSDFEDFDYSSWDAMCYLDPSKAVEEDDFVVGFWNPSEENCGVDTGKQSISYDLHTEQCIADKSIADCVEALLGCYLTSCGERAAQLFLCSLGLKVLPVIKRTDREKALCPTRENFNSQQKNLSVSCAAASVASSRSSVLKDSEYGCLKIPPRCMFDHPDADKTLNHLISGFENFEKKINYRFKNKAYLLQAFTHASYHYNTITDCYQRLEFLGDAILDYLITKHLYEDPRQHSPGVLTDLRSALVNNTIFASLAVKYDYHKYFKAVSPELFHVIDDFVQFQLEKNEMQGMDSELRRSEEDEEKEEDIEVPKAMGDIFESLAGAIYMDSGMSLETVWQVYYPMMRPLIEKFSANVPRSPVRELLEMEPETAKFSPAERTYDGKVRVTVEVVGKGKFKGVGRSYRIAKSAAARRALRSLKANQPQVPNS
* hit, by the source's call. Some of the compounds tested. The share of hits here may be higher or lower than overall.

| Molecule | Dicer inh |
| --- | --- |
| N=c1c(C(N)=O)cc2c(=O)n3ccccc3nc2n1Cc1ccccc1 | 5.4 |
| Cc1c(-c2cc(NS(=O)(=O)c3ccccc3Cl)n(C)n2)sc2ccc(Cl)cc12 | 2.5 |
| COc1ccc(-c2cc3ncc4c(n3n2)-c2ccccc2OC4)cc1 | -0.77 |
| CCN(CC)C(=O)Cn1c(=O)oc2ccccc21 | 1.8 |
| CCOC(=O)C(=CNc1cc(OC)ccc1-n1cccc1)C(=O)OCC | -1.3 |
| O=C(CN1C(=O)COc2ccc(Cl)cc21)Nc1ccc2c(c1)OCCO2 | 0.69 |
| Cc1cc(NC(=O)Cn2nc(C(F)(F)F)c3c2CCC3)n(-c2ccccc2)n1 | -0.35 |
| Nc1cc(Cl)c(NC2=NCCN2)c(Cl)c1 | 0.79 |
| Cc1cccc(C(=O)Nc2nc3ccc(C)cc3c(=O)[nH]2)c1 | -1.5 |
| Cc1nnc(SCc2cc(Br)cc(Br)c2)[nH]c1=O | 0.5 |
| COc1cccc2c1OC(c1ccc(O)cc1)N1N=C(c3ccccc3O)CC21 (stereo not given) | 4 |
| CCOC(=O)c1c(NC(=O)Nc2cccc(Cl)c2)sc2c1CCC(C)C2 (stereo not given) | -0.47 |
| O=C(NCc1ccc(F)cc1)c1nn2c(c1Cl)NC(c1cccs1)CC2C(F)(F)F (stereo not given) | 1.5 |
| COc1ccc(Oc2coc3c(CN(C)C)c(O)ccc3c2=O)cc1 | 0.83 |
| CC(=O)Oc1ccc(OC(C)=O)c2c1[C@@H]1C=C[C@H]2CC1 | 0.7 |
| Cn1c(=O)c2c(nc(NCc3ccco3)n2Cc2ccc(Cl)cc2)n(C)c1=O | -0.3 |
| CCCCC1(COC(=O)CCC(=O)O)C(=O)N(c2ccccc2)N(c2ccccc2)C1=O | -0.42 |
| O=C1C(=O)N(CNc2ccc(F)cc2F)c2ccccc21 | 0.79 |
| O=c1[nH]c(-c2ccccc2Cl)nc(=S)[nH]1 | -0.11 |
| Cc1ccc(S(=O)(=O)Nc2ccc(-c3cn4cccc(C)c4n3)cc2)cc1C | 8.6* |
| NC(=O)C1CCN(C(=O)C2CC(c3ccccc3Cl)=NO2)CC1 (stereo not given) | -0.64 |
| O=c1[nH]c2ccc(F)cc2c(O)c1-c1ccccc1 | 0.45 |
| CC(=O)Nc1ccc(S(=O)(=O)N(c2ccccc2C(F)(F)F)S(=O)(=O)c2ccc(NC(C)=O)cc2)cc1 | 0.03 |
| COC(=O)c1cc(S(=O)(=O)Nc2cccc(S(N)(=O)=O)c2)oc1C | 0.55 |
| S=C(N/N=C/c1[nH]ncc1Br)Nc1ccccc1 | 4.2* |
| O=C(CSc1nnc(-c2ccccc2O)o1)c1ccccc1 | -0.13 |
| Cc1cc2c(NC(=O)CCCC(=O)O)cccc2nn1 | -0.64 |
| O=C(Nc1ccc(Br)cn1)c1ccc([N+](=O)[O-])o1 | 0.15 |
| CCOC(=O)C1=C(Nc2ccc(OC(=O)c3ccccc3Cl)cc2)C(=O)N(C(C)(C)C)C1 | -0.62 |
| FC(F)(F)c1nc2ccccc2n1CCOc1ccccc1 | 6.6 |
| O=C(c1ccc(F)cc1)n1nccc1-c1csc(-c2ccccc2)n1 | -0.03 |
| CCOC(=O)c1c(NC(=O)Nc2cccc(C(F)(F)F)c2)sc2c1CCC(C)C2 (stereo not given) | 0.66 |
| COc1cccc(-c2cc(C#N)on2)c1OC | 0.66 |
| Cc1cc(C(=O)Nc2cc(C(C)(C)C)on2)c(C)o1 | 2.2 |
| CC(=O)NC(Nc1ccc(F)c(Cl)c1)(C(F)(F)F)C(F)(F)F | -2 |
| O=C(O)C1C2C=CC(C2)C1C(=O)Nc1cccnc1 (stereo not given) | -0.88 |
| NS(=O)(=O)c1ccc(N(S(=O)(=O)c2cccc(Cl)c2)S(=O)(=O)c2cccc(Cl)c2)cc1 | -0.71 |
| O=C(c1cccs1)n1nccc1/C=C/c1c(Cl)cccc1Cl | 0.6 |
| CC1=C(C(=O)OCCOC(C)C)C(c2ccccn2)C2=C(CC(C)(C)CC2=O)N1 (stereo not given) | 0.87 |
| CC(=O)Nc1ccc(C2C3=C(CC(C)(C)CC3=O)Nc3[nH]c(=O)[nH]c(=O)c32)cc1 (stereo not given) | -2.7 |
| O=C1NC(=S)S/C1=C\c1ccc([N+](=O)[O-])s1 | -0.38 |
| O=C(O/N=C/c1ccc2c(c1)OCO2)C1c2ccccc2Oc2ccccc21 | -0.76 |
| N#Cc1c2c(c(=O)n3c1[nH]c1ccccc13)CCC2 | 2 |
| CSc1ccccc1NC(=O)CSc1nc2ccccc2s1 | -0.22 |
| Cn1ncc(C(=O)O)c1NNC(=O)CCC(=O)O | -0.05 |
| CCc1cccc(C)c1NC1=NCCC(=O)S1 | 0.51 |
| C[C@]12CC=CCC1CCC1C2CC[C@](C)(C(=O)O)C1/C=C1/Nc2ccccc2C1=O (stereo not given in full) | 3.9* |
| CCCCN1C2=NCCN2c2ccccc21 | -0.46 |

The list goes on:
Molecule	Dicer inh
COc1ccc(C2C(C(=O)OC(C)C)=C(C)NC3=C2C(=O)CC(C)(C)C3)cc1Br (stereo not given)	-0.74
COCCN1C(=O)c2oc3ccc(C)cc3c(=O)c2C1c1ccc(C(=O)OC)cc1 (stereo not given)	-1.2
CC(C)(C)c1cc2nc3c(c(=O)n2[nH]1)CN(C1CCCCC1)C3=O	-1.3
COC(=O)c1ccc(Oc2nc(C)nc3sc4c(c23)CCCC4)cc1	2
Cc1cc(C)n2ncc(/C(N)=N/OC(=O)Nc3ccc(Cl)cc3)c2n1	-0.34
CCOC(=O)c1c(C)sc2c1Nc1cc(Cl)ccc1S2	1.3
Cc1ccc(CSc2nc3ncccc3[nH]2)cc1	4.3*
CCOC(=O)C(NC(=O)c1cccc(Cl)c1)(Nc1ccc(C(F)(F)F)cc1)C(F)(F)F (stereo not given)	-0.13
CCOC(=O)C1CCN(S(=O)(=O)c2ccc(CNC(=O)c3ccccc3)s2)CC1	1.4
CC(C)(C)c1csc(NS(=O)(=O)c2ccc(Cl)cc2)n1	-1.9
Cn1c(=O)n(CC(=O)O)c(=O)c2c1nc1n2CCCN1c1ccc(Oc2ccccc2)cc1	-2.1
COc1ccccc1C1C(C(=O)OC2CCCC2)=C(C)NC2=C1C(=O)CC(C)(C)C2 (stereo not given)	-0.28
COC(=O)c1ccccc1S(=O)(=O)/C(C#N)=C/Nc1nc(C)cc(C)n1	-0.6
CC1(C)c2ccccc2-n2c1cc(O)c(Cc1ccccc1)c2=O	0.2
O=C(Nc1cccc2nsnc12)c1sc2cccc(F)c2c1Cl	1.7
Cc1ccc(C(=O)c2cc(Cl)cc(Cl)c2)c(C)c1	-3.2
COCCc1nnc2n1N=C(c1ccc(Br)cc1)CS2	-0.4
CCOC(=O)[C@@H](N)Cc1ccc(O)c(O)c1	-0.8
CS(=O)(=NS(=O)(=O)c1ccc(-c2ccccn2)s1)c1ccccc1 (stereo not given)	2
Cn1nc(-c2ccc(-c3ccn(C(=O)c4ccc(Cl)cc4)n3)s2)cc1C(F)(F)F	0.46
COC(=O)c1ccc(-c2nc(-c3cc(C)nc4ccccc34)no2)cc1	0.7
COc1ccc(C2=CC(c3ccc(N(C)C)cc3)n3nnnc3N2)cc1 (stereo not given)	3
CCOc1cc(C)c(S(=O)(=O)n2cc(C)nc2CC)cc1C	-1.8
NC(=S)N/N=C1\CCOc2ccc(F)cc21	-0.94
Cc1nn(-c2ccccc2)nc1C(N)=O	-0.48
O=C(O)c1cccc2cccc(Br)c12	0.37
Cn1c(NCc2ccccc2)nc2c1c(=O)n(Cc1ccc(F)cc1)c(=O)n2C	-0.3
CCc1ccc(S(=O)(=O)Nc2ccc(-c3cn4cccc(C)c4n3)cc2)cc1	7.2*
CC(C)(Oc1ccc(Cl)cc1)C(N)=O	1.9
COc1ccc2c(c1)c(=O)oc1c(C)c(OC(C)C(=O)O)ccc12 (stereo not given)	-0.4
O=C(Nc1ccc(F)c(Cl)c1)Oc1ccccc1	0.75
Cc1ccc(C(C[N+](=O)[O-])c2c(N)n(C)c(=O)n(C)c2=O)cc1 (stereo not given)	-0.85
O=C(Nc1ccccc1F)c1ccc([N+](=O)[O-])o1	-0.41
CCOC(=O)c1ccc2c(c1)C1C=CCC1C(c1ccc(Br)cc1)N2 (stereo not given)	5.6*
CNC(=S)N/N=C(\C)c1ccc(C)cc1	1.1
Cc1c(-c2ccnn2S(C)(=O)=O)sc2ccc(Cl)cc12	1.7
CCOC(=O)c1c(N(C(C)=O)C(C)=O)sc(=S)n1-c1ccccc1	-0.1
O=C1CSC(c2cccnc2)N1c1c(F)cccc1Cl (stereo not given)	-0.05
O=C(CCc1ccc(O)cc1)NNC(=S)Nc1ccc(F)cc1	0.28
C=CCn1c2ccc(Br)cc2c2cc(Br)ccc21	-0.79
C=CCSC1=C(C#N)C(c2cccc3ccccc23)CC(=O)N1 (stereo not given)	-0.04
O=c1sc2sc(=O)sc2s1	-0.08
COC(=O)c1cc(S(=O)(=O)N2CCN(C(c3ccccc3)c3ccccc3)CC2)oc1C	-0.26
O=C(NCCNc1ncc(C(F)(F)F)cc1Cl)C(F)(F)Sc1ccccc1	5*
COc1ccc(C2C(C#N)=C3N=C(N)c4ccccc4N3C3=C2C(=O)CC(C)(C)C3)cc1OC (stereo not given)	8.2*
CSc1nc(NC(=O)NS(=O)(=O)Oc2ccc(Cl)cc2Cl)nc(C23CC4CC(CC(C4)C2)C3)n1	1.3
Cc1nn(CC(O)Cn2c(C)c(C)c3ccccc32)c(C)c1Br (stereo not given)	0.7
Cc1ccc(-c2nc(-c3cc(Cl)c(Cl)s3)cs2)cc1	1.4
Cc1nn(C)c(Oc2ccc(C(C)(C)C)cc2)c1[N+](=O)[O-]	-1.4
COc1cc(NC(=O)c2cc3ccccc3o2)c(OC)cc1Br	0.97
Cc1cc(Br)c(NC(=S)NN)c(Br)c1	2.6
CCNc1[nH]c(=S)nc2sc3c(c12)CCC(C)C3 (stereo not given)	0.26
CCc1nc2c(sc3nc(C)cc(C)c32)c(=O)o1	0.35
Cc1ccc(C)c(NS(=O)(=O)c2ccc3c4c(cccc24)C(=O)S3)c1	3.7*
NC(=O)C1CCN(C(=O)c2cc3n(n2)C(C(F)(F)F)CC(c2ccco2)N3)CC1 (stereo not given)	-1.2
O=C(Cn1c(=O)oc2ccccc21)Nc1nnc(SCC(=O)N2CCCCC2)s1	1.1
Cn1c(=O)c(C=Nc2ccccc2)c(O)c2ccccc21	-0.27
Cc1onc(-c2ccccc2Cl)c1C(=O)Nc1ccc2c(c1)COCO2	-5
CSC1=NCCN1C(=O)c1ccc(Cl)c(Cl)c1	-0.49
Cc1nnc(N2C(=O)c3oc4ccccc4c(=O)c3C2c2cccc(Br)c2)s1 (stereo not given)	0.8

(further entries)
Molecule	Dicer inh
Cn1c(=O)[nH]c(=O)c2c1nc(Br)n2CC(O)COc1ccc2ccccc2c1 (stereo not given)	-0.39
O=C(Nc1csc(-c2cccs2)n1)Nc1ccccc1Cl	-1.7
Cc1c(C)c(C)c(S(=O)(=O)Oc2cccnc2)c(C)c1C	3.8*
O=C(CCc1ccccc1)NNc1c(Cl)cccc1Cl	-1.9
CCc1ccc(C2C(C(=O)OCCOC)=C(C)NC3=C2C(=O)CCC3)cc1 (stereo not given)	-0.54
CCC(C)N1CC23C=CC(O2)C(C(=O)O)C3C1=O (stereo not given)	0.67
Cc1ccc(N2C(=O)C3C4c5ccccc5C(CO)(c5ccccc54)C3C2=O)cc1 (stereo not given)	1.4
COC(=O)c1sc(SC)c(-c2ccn(S(=O)(=O)c3cc(C(F)(F)F)cc(C(F)(F)F)c3)n2)c1C	-1
Clc1ccccc1CSc1nnc2n1CCCN2	0.1
Cc1ccc(S(=O)(=O)N2CCN(c3ncc(C(F)(F)F)cc3Cl)CC2)cc1[N+](=O)[O-]	-0.23
Cc1cc(C)n(C(C)C(=O)Nc2ccc(F)cc2)c(=O)n1 (stereo not given)	2.6
O=C(O)c1cnn2c1[nH]c(=O)c1ccccc12	0.37
CCOC(=O)c1cc(=O)c2c(O)cccc2o1	-0.64
CC(=O)COc1ccc2c(c1C)OC(C)(C)CC2=O	0.66
COc1cc(-c2ncnn2-c2sc3c(c2C#N)CCCCC3)ccc1O	-3.5
CC1CCCN(C2CCN(Cc3ccccn3)CC2)C1 (stereo not given)	-0.25
C#CCSc1nnc(-c2ccc(C(C)(C)C)cc2)n1C	0.82
Cc1cc(N/C=C2\C(=O)c3c(sc(C)c3C)N(C)S2(=O)=O)nc(C)n1	3.6*
Cc1ccc(OCCSc2n[nH]c3nc4ccccc4n23)cc1	6.2*
Cc1cccc(C)c1-n1nnnc1SCc1ccccc1Cl	-0.18
C/C(=N\NC(=O)c1ccc(C(F)(F)F)cc1)c1ccccc1O	0.92
CCOC(=O)c1cnc(-c2ccc(C(F)(F)F)cn2)[nH]c1=O	-0.14
O=c1[nH]c(=O)n(CCc2ccccc2)c2nc[nH]c12	0.05
c1ccc(COc2ccc3[nH]ccc3c2)cc1	6.8
COc1ccc(C(=O)N2CCN(c3ncnc4cc(C(C)(C)C)sc34)CC2)cc1OC	0.21
Cc1ccc(Cl)c(NC2=CC(=O)CC(C)(C)C2)c1	-1.3
Cc1cc(NC(=O)CSc2nccn2C)no1	-0.1

Bioassay records (PubChem BioAssay)
